Source: PubChem
DAT uptake mod: changed human dopamine transporter uptake under cocaine IC80; LLC-PK1 hDAT cells, [14C]-dopamine uptake with cocaine IC80; actives deviate in either direction; 1.3% of 110,000 active; B-score at 10 µM; AID 449768;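 active means Z score or B-score, a plate-position-corrected score, falls beyond the plate's 99.7% confidence bounds, in either direction; inactive means both scores lie inside the 99.7% bounds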;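 further: scored against the spread of the other compound wells on the same plate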
Target sequence (Q01959 whole entry, looked up): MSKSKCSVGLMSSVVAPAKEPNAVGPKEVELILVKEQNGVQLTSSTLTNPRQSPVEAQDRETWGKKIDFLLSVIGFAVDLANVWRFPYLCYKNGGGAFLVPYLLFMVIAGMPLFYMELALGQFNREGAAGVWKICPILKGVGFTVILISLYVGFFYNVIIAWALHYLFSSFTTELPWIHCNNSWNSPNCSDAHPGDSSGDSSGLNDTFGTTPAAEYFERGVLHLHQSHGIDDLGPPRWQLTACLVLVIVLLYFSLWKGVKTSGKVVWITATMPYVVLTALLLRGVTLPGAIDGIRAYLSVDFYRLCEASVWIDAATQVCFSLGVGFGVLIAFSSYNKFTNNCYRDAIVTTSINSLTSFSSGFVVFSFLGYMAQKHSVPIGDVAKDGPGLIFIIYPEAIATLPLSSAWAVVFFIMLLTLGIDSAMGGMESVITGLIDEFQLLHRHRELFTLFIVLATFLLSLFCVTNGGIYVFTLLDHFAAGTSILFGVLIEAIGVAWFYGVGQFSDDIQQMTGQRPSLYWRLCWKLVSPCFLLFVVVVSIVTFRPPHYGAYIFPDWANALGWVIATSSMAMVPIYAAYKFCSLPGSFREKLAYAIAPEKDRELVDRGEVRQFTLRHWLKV
Fibroblast inh: blocks proliferation of human lung fibroblasts; LL 47 human lung fibroblast viability, ATP luminescence; active compounds read low; viability, % at 10 µM; 1.1% of 85,000 active;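 active means viability at or below 50% in the single dose screen; inactive means viability above 50%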;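 further: compound exposure lasted 72 h before the ATP readout; 100% = median luminescence of untreated cell-only wells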
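Test system: LL 47 human lung fibroblasts; Quantity: 1,150 cells/well; Buffer or medium: IMEM plus 15% FBS; Dosing: tenfold compound dosing solution, DMSO at 0.1%; Timing: overnight cell rest, 72 h compound treatment at 37 °C; Detection: ATP-based CellTiter-Glo luminescent readout; Read-out basis: viability percentage against median untreated-cell control; Controls: cell-only wells, no compound.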
PostGolgi ctrl: yeast control strain growth, post-Golgi counter-screen; inhibition, % at 10 µM; AID 738; 5% of 98,000 active; efflux-deficient yeast background strain, growth absorbance A615, 16 h
HUVEC prolif 384: human endothelial cell proliferation inhibition; HUVEC proliferation, CellTiter-Glo luminescence, 72 h; active compounds read low; viability, % at 10 µM (by protocol); 1.1% of 86,000 active; AID 648;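 active means viability at or below 30%; inactive means viability above 30%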;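 further: 100% = median luminescence of DMSO-only cell control wells on each plate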
S1P2 agonist: activates the human S1P2 receptor | S1P2-expressing cell line, agonist reporter read-out | activation, % at 4.5 µM | 0.46% of 97,000 active | AID 729; in the data active means activation above about 16%;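 further: 0% = vehicle low control and 100% = maximal reference agonist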
Target sequence (O95136 whole entry, looked up): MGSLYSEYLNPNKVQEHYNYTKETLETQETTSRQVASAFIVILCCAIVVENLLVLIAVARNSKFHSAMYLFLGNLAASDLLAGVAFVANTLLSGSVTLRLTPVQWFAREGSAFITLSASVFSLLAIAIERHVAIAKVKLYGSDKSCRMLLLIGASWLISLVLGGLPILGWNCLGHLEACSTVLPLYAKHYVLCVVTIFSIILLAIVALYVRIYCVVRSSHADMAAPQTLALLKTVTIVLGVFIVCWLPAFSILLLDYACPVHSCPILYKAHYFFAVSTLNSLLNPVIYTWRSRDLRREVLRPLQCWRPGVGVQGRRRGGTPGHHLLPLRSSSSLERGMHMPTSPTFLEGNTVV
Ecoli WT expand: blocks growth of wild type E. coli BW25113; OD600 absorbance; growth inhibition, % at 100 µM; 0.15% of 98,000 active; AID 710;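 active means growth inhibition above about 50% at one test dose, limit read from the data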;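 further: growth measured after 20 h incubation at 37 °C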
PostGolgi yeast: growth inhibition of a yeast mutant, post-Golgi transport screen; AID 739; inhibition, % at 10 µM; 0.9% of 98,000 active; post-Golgi transport phenotypic cell assay;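 further: yeast cells grown in 1536-well plates; yeast grown about 18 h at 30C before absorbance read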
S1P2 antag: blocks the human S1P2 receptor | O95136 | cell-based S1P2 antagonist assay, inhibition at 5 uM | inhibition, % at 5 µM | 0.21% of 97,000 active | AID 736; in the data active means inhibition above about 45%;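 further: CRE beta-lactamase reporter cells expressing human S1P2 stimulated with S1P; 0% = agonist at EC80 alone and 100% = agonist plus reference antagonist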
H69AR growth 86K: blocks growth of human H69AR lung tumor cells; H69AR lung tumor viability, ATP luminescence, 72 h; active compounds read low; viability, % at 10 µM; 6% of 85,000 active;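 active means viability at or below 40%; inactive means viability above 40%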;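 further: multidrug resistant small cell line overexpressing MRP-1 efflux transporter; 100% = mean luminescence of untreated control wells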
* hit, by the source's call; · = no result given. Unless noted, no stated cut-off is given here; in the data, active means inhibition above about 30%; inactive means the rest.

SMILES	DAT uptake mod	Fibroblast inh	PostGolgi ctrl	HUVEC prolif 384	S1P2 agonist	Ecoli WT expand	PostGolgi yeast	S1P2 antag	H69AR growth 86K
COc1ccc(OC)c(/C=N/NC(=O)CSc2nnc(C)n2-c2ccccc2)c1	0.513	·	-0.2	·	-1.3	-2.0	-5.0	-11.2	·
COc1cc2[nH]c(=O)n(CCC(=O)N3CCc4ccccc4C3)c(=O)c2cc1OC	0.241	107.3	8.2	105.0	-5.4	0.0	-4.3	-6.7	93.8
CC(=O)NC1=NC(=O)CS1	0.37	·	13.0	·	-1.7	2.0	1.4	11.6	·
c1ccc(-n2ncc3c(NCCN4CCCCC4)ncnc32)cc1	0.49	97.8	4.7	91.6	-8.7	2.0	7.1	2.8	97.6
Cc1c(/C=C(\C#N)c2nn(-c3ccccc3)c(N)c2C#N)c2ccccc2n1Cc1ccc(F)cc1	·	65.0	-6.0	36.4	-2.3	-8.0	-7.3	-0.9	9.6*
Cc1cc2ccccn2c1C(=O)c1nc(N2CCOCC2)ncc1Cl	-0.0233	99.7	7.5	95.8	-2.0	2.0	-5.3	-11.8	66.4
COc1cc(NC(=O)c2cc(C(C)C)on2)c(OC)cc1Cl	0.715	88.5	22.1	96.6	-7.5	6.0	2.8	-3.0	55.6
CC(=O)Nc1cc2c(cc1C(C)=O)OCCO2	-0.369	102.3	-8.4	92.2	-5.8	2.0	-11.7	-3.8	95.9
CCC1=[N+](C)CCn2c(C)ccc21	-0.579	98.2	1.7	95.3	-5.0	-6.0	-0.5	17.2	89.5
COCCCNC(=O)C1CCN(S(=O)(=O)c2c(C)noc2/C=C\c2ccc(OC)cc2)CC1	-0.471	·	0.4	·	-4.2	-8.0	-12.7	5.1	·
Cc1ccc2cc(C#N)c(NCCNC(=O)C3CC3)nc2c1C	·	101.6	17.0	95.8	0.5	-5.0	8.4	32.6	92.5
CC1(C)Cc2ccccc2-c2nnc(-c3ccc4ccccc4n3)n21	1.07	96.8	·	99.6	-3.5	·	·	-6.6	84.0
O=C(Nc1cccc(-c2nnc(-c3ccccc3)o2)c1)c1ccco1	0.164	101.2	·	83.2	·	·	·	·	15.4*
CN1CCN(C(=O)CN(Cc2ccccc2)S(C)(=O)=O)CC1	-0.113	94.3	-3.6	104.8	-5.2	-3.0	-8.8	-10.8	87.9
Cc1cccc(NS(=O)(=O)c2cc(C(=O)N3CCc4ccccc4C3)ccc2Cl)c1C	2.43	·	73.9*	·	-8.1	-10.0	96.8*	8.1	·
COc1ccccc1NC(=O)C(C/C=C(\C)Cl)C(C)=O (configuration not stated)	-0.839	·	5.2	·	-0.6	2.0	2.2	12.2	·
COc1ccc2c(c1)c1ncn(CCN3CCCC3)c(=O)c1n2C	-0.149	96.6	6.0	90.3	-0.6	2.0	11.0	-23.8	87.7
CN1C(=O)c2cccc(NC(=O)C3CCCCC3)c2C1=O	0.363	99.0	4.8	99.3	-11.2	5.0	-7.6	-9.6	87.7
O=C(CN(Cc1cccs1)C(=O)CSc1nnc(COc2ccccc2)o1)NC1CCCC1	0.00887	92.3	-4.5	102.5	-2.6	-16.0	1.9	17.0	75.0
Cc1onc(-c2ccccc2Cl)c1C(=O)N1CCN(C/C=C/c2ccccc2)CC1	0.0132	85.6	16.2	90.8	·	3.0	-2.0	·	96.8
CCOC(=O)C1CCN(C(=S)Nc2cccc(C)c2)CC1	-0.00485	·	2.6	·	-5.9	5.0	-5.5	-7.2	·
Cc1ccc(C)c(CN2CCCN(C(=O)Cn3ncc4c3-c3ccccc3OC4)C2)c1	-0.0646	82.1	16.7	79.3	-6.2	3.0	-11.0	27.1	55.3
CCC(C)Nc1ncnc2c1cnn2Cc1ccc(Cl)cc1 (configuration not stated)	1.28	108.0	21.8	67.9	-8.1	9.0	6.4	-12.9	99.5
O=c1cc(C23CC4CC(CC(C4)C2)C3)[nH][nH]1	-0.705	99.2	14.4	94.8	-3.5	-6.0	-5.4	-14.0	94.8
COCCNc1oc(-c2ccccc2Cl)nc1C#N	0.058	108.2	12.3	57.5	-3.3	-2.0	-1.2	-4.5	82.3

Overlap with the part before: seven entries; new compounds follow.
SMILES	DAT uptake mod	Fibroblast inh	PostGolgi ctrl	HUVEC prolif 384	S1P2 agonist	Ecoli WT expand	PostGolgi yeast	S1P2 antag	H69AR growth 86K
O=C(CN(Cc1cccs1)C(=O)CSc1nnc(COc2ccccc2)o1)NC1CCCC1	0.00887	92.3	-4.5	102.5	-2.6	-16.0	1.9	17.0	75.0
Cc1onc(-c2ccccc2Cl)c1C(=O)N1CCN(C/C=C/c2ccccc2)CC1	0.0132	85.6	16.2	90.8	·	3.0	-2.0	·	96.8
CCOC(=O)C1CCN(C(=S)Nc2cccc(C)c2)CC1	-0.00485	·	2.6	·	-5.9	5.0	-5.5	-7.2	·
Cc1ccc(C)c(CN2CCCN(C(=O)Cn3ncc4c3-c3ccccc3OC4)C2)c1	-0.0646	82.1	16.7	79.3	-6.2	3.0	-11.0	27.1	55.3
CCC(C)Nc1ncnc2c1cnn2Cc1ccc(Cl)cc1 (configuration not stated)	1.28	108.0	21.8	67.9	-8.1	9.0	6.4	-12.9	99.5
O=c1cc(C23CC4CC(CC(C4)C2)C3)[nH][nH]1	-0.705	99.2	14.4	94.8	-3.5	-6.0	-5.4	-14.0	94.8
COCCNc1oc(-c2ccccc2Cl)nc1C#N	0.058	108.2	12.3	57.5	-3.3	-2.0	-1.2	-4.5	82.3
CN(C)c1nccc(Nc2ccccc2)c1C#N	0.786	101.3	0.6	96.3	-3.6	0.0	-4.3	-1.5	88.7
Cn1nnnc1SCC(=O)Nc1ccccc1N1CCOCC1	·	101.9	-2.1	102.7	-3.1	3.0	-1.9	14.3	91.0
Cc1nc2ccc(NC(=O)c3ccc(Cl)c(NC(=O)c4cccs4)c3)cc2s1	0.46	95.9	0.3	68.2	-3.9	-4.0	2.0	1.9	53.8
CCOC(=O)c1c(NC(=O)CSc2nnc(CNc3ccc(F)cc3)o2)sc(C(C)=O)c1C	0.42	102.4	12.1	91.5	-2.6	-7.0	-8.8	5.1	88.0
Cn1c2c(c(=O)n(C)c1=O)C(NS(=O)(=O)c1ccc(Cl)cc1)(C(F)(F)F)C(=O)N2 (configuration not stated)	-0.055	100.9	4.2	94.8	-6.6	5.0	7.8	-1.8	91.1
CCc1ccc(CN2C(=O)CCC2(C)C(=O)NC2CCCC2)cc1 (configuration not stated)	-1.45	101.0	27.6	88.3	0.9	-4.0	0.3	-11.7	61.3
O=C(N/N=C\c1ccc(Cl)s1)c1cccs1	0.538	·	11.9	·	-1.7	13.0	1.8	-17.9	·
N#CC1(Cc2ccccc2Cl)c2ccccc2C=CN1C(=O)c1ccccc1 (configuration not stated)	·	·	22.6	·	-10.0	-20.0	6.2	-0.5	·
Cc1c(Cl)c([N+](=O)[O-])nn1CCCC(=O)N1CCN(c2ccccc2)CC1	2.4	·	13.3	·	-11.2	5.0	4.9	11.1	·
CCCCOC(=O)c1ccc(Nc2ncnc3nc[nH]c23)cc1	0.346	98.4	10.2	106.9	·	-2.0	-5.1	·	97.4
CCc1nc2c(sc3nc4c(cc32)COC(C)(C)C4)c(=O)n1Cc1ccco1	0.714	98.3	9.7	99.7	-4.7	1.0	-2.0	-11.6	78.7
CCN(CC)CCCN1CC(O)=C(c2nc3ccccc3s2)C1=N	-0.437	89.0	-7.7	79.3	-3.3	5.0	-3.6	18.0	87.3
COc1ccc(CNc2ccc3c(c2)nc(C)n3C)cc1	1.29	108.6	2.2	108.6	-2.3	11.0	3.6	2.0	98.2
CCOC(=O)N1CCN(c2c(NCCN3CCN(Cc4ccccc4)CC3)c(=O)c2=O)CC1	-0.463	96.7	-4.2	102.7	-3.1	2.0	-0.9	-2.9	98.0
Cn1ncc2cc(NC(=S)NC(=O)c3ccccc3)ccc21	3.09	·	2.9	·	-2.8	-1.0	11.6	3.4	·
Clc1ccc(-c2nnc3sc(-c4ccc(Br)o4)nn23)c(Cl)c1	·	·	26.2	·	-4.6	-5.0	-8.5	-17.5	·
CC(=O)N1CCN(S(=O)(=O)c2cccc(C(=O)Nc3nc4ccccc4[nH]3)c2)CC1	0.104	101.0	8.2	98.7	-1.7	-5.0	-2.2	17.7	69.9
O=c1oc(-c2ccccc2Cl)nc2ccsc12	-0.671	100.3	3.0	88.8	-4.4	6.0	3.4	25.1	44.9
CCOC(=O)CN1C(=O)C2Cc3ccccc3CN2C1=S (configuration not stated)	-0.0359	·	1.4	·	-3.9	3.0	4.2	4.0	·
CCOC(=O)CC(C#N)c1cn(C)c2ccccc12 (configuration not stated)	-0.259	96.4	5.0	76.3	-4.8	0.0	-4.8	6.0	99.5
Oc1ccc2ccccc2c1/C=N/c1nc2c(s1)CCCC2	0.0111	·	2.0	·	-4.2	13.0	-1.8	10.9	·
COC(=O)c1ccc(C2C(C(=O)OCC(C)C)=C(C)N=C3SCCC(=O)N32)cc1 (configuration not stated)	0.729	96.8	10.5	103.3	-1.4	2.0	-4.3	3.1	89.8
O=C(c1ccco1)N1CCN(C2CC(=O)N(c3ccccc3)C2=O)CC1 (configuration not stated)	-1.33	100.7	4.6	105.6	-2.9	4.0	-6.4	-7.8	93.5
CCOC(=O)c1[nH]c(CSc2nnnn2-c2ccccc2C)c(C(=O)OCC)c1C	0.236	92.3	-1.2	81.6	·	-2.0	-3.7	·	100.2
N#Cc1c(NCCN)nc(-c2ccccc2)c2c1CCCC2	0.553	66.5	3.5	88.8	-2.8	46.0	-3.4	-4.2	6.0*

Further compounds:
SMILES	DAT uptake mod	Fibroblast inh	PostGolgi ctrl	HUVEC prolif 384	S1P2 agonist	Ecoli WT expand	PostGolgi yeast	S1P2 antag	H69AR growth 86K
COc1ccc(OC(=O)c2ccncc2)cc1	0.027	86.1	4.7	77.7	-3.8	3.0	-1.8	4.2	68.5
CN1C(=O)C2(c3ccccc31)N(C)CC(c1ccccn1)C21SC(=S)N(Cc2ccco2)C1=O (configuration not stated)	0.714	94.4	22.5	90.4	-4.0	-10.0	2.0	-22.4	78.7
CCC(C)(C)n1nnnc1CN(Cc1cc2cc(OC)c(OC)cc2[nH]c1=O)C1CCCC1	-0.764	98.1	5.5	98.3	-3.2	-12.0	7.5	-6.5	65.8
CCOc1ccc2[nH]c(=O)c(CN(Cc3ccccc3OC)C(=O)c3ccccc3)cc2c1	0.599	50.9	13.9	51.7	-4.7	-15.0	-4.8	-7.2	27.0*
Cc1ccc(CCNC(=O)NC(C)(C)C)cc1	-1.56	92.8	1.1	72.8	-5.5	7.0	1.4	-20.9	79.9
O=C(CSc1nnc(-c2ccncc2)n1Cc1ccco1)OC1CCCCC1	0.0266	97.8	8.4	99.9	-2.0	6.0	-1.1	7.2	88.1
NC(=O)C1(N2CCCCC2)CCN(c2ccc3nnc(-c4ccccc4)n3n2)CC1	1.77	106.0	-0.3	100.0	-3.4	-3.0	14.9	0.0	93.7
O=C(Nc1nnc(SCc2ccc(Cl)cc2)s1)C1CCCO1 (configuration not stated)	0.554	99.4	11.1	94.5	-5.8	1.0	0.8	4.5	86.7
Cc1cc(C)nc(N2CCC(C(=O)NCc3ccccc3)CC2)n1	-0.219	102.5	·	93.5	-4.5	·	·	-23.1	92.1
Clc1ccc(-c2noc(CCCc3ccccc3)n2)cc1	0.24	108.4	3.8	114.7	-3.8	1.0	1.2	9.4	102.2
CCOC(=O)c1sc(=S)n(Cc2ccccc2)c1N	0.0123	79.4	14.4	94.1	4.9	9.0	7.2	-6.8	91.4
Cc1oc(C(C)(C)C)cc1C(=O)Nc1ccc(C(=O)O)cc1	1.18	97.0	-9.9	98.5	-3.5	-4.0	0.2	4.8	83.7
CN(C)c1ccnc2sc(C(=O)NCc3ccccc3)c(N)c12	0.791	91.5	62.5*	89.8	-4.0	-12.0	12.6	-1.9	100.9
CSc1cccc(NC(=O)CN(c2ccccc2)S(=O)(=O)N(C)C)c1	-0.307	97.0	29.2	93.8	-5.0	0.0	-17.7	0.9	92.8
